D2 antagonist: D2 dopamine receptor (human) antagonism | 2% of 340,000 active | HEK293 TREx D2 cells, calcium flux, dopamine EC80 | inhibition, % at 10 µM; in the data active = inhibition above about 30%; note: 0% is about no effect
Target sequence (P14416 whole entry, looked up): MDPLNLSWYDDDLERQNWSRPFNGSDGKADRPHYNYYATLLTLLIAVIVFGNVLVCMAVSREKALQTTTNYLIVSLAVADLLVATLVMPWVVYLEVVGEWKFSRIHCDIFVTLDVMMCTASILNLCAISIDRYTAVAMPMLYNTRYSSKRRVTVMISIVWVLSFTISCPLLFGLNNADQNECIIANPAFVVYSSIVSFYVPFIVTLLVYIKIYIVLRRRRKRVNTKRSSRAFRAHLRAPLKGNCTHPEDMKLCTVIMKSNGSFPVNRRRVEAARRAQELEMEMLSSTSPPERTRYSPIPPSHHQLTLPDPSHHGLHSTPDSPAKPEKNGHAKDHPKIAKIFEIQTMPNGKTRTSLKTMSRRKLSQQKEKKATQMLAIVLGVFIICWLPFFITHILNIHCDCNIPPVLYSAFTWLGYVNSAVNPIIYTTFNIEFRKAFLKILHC
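Compounds are added to dye-loaded, induced HEK293 T-REx cells coupled to calcium release via D2; after a 3 min kinetic read an EC80 dopamine stimulus is given and fluorescence is recorded for 3 more min.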
RXFP1 antag: RXFP1 (human) relaxin receptor antagonism. Q9HBX9. HEK293-RXFP1, relaxin-stimulated cAMP HTRF, 30 min; stronger effect = lower value. activity change, negative = inhibition, % at 57.5 µM. 0.59% of 350,000 active;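 active = activity change of -60% or lower, but not beyond a set lower limit; inconclusive = change between -60% and -40%, or beyond the set limit; inactive = change above -40%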; note: % is set by controls: 0 for no effect and ±100 for the full control effect
D2 PAM: positively modulates the human D2 dopamine receptor allosterically; HEK293 T-REx D2, calcium flux, EC20 dopamine potentiation; potentiation, % at 10 µM; 0.34% of 340,000 active; AID 485347;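 active = potentiation over 3 SD above the plate norm, cut at about 30% in these data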; note: 0% is about no effect
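Using a no-wash calcium dye in inducible, force-coupled HEK293 Trex cells expressing D2, we tracked fluorescence each second for 180 s after compound, then for 180 s after EC20 dopamine to detect augmented signalling.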
D2 agonist: D2 dopamine receptor (human) agonism; HEK293 T-REx D2 cells, calcium flux agonist mode; P14416; activation, % at 2 µM; 0.53% of 340,000 active;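 active = activation over 3 SD above normal in the single-dose calcium agonist read, cut at about 30% in these data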; note: 0% is about no effect
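In this primary screen, compounds producing a positive calcium signal within 180 s of addition to tetracycline-induced, force-coupled HEK293 Trex D2 cells are flagged; cells are dye-loaded with a no-wash calcium kit beforehand.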
TRHR PAM: allosterically enhances the human TRH receptor; enhancement, % at 2 µM; 0.66% of 360,000 active; TRHR cells, fluo-8 calcium fluorescence, EC20 TRH enhancement; in the data active = enhancement above about 30%; note: 0% is about no effect
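TRHR-expressing cells loaded with fluo-8 calcium dye were read kinetically (ex 480/em 530) during compound addition, then stimulated with an EC20 of TRH (10 nM final). Enhancement of the Gq-mediated intracellular calcium response was scored.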
D1 antagonist: blocks dopamine activation of the human D1 receptor | HEK293 TREx D1 cells, calcium flux, dopamine EC80; stronger effect = lower value | 3.2% of 360,000 active | P21728 | activity change, negative = inhibition, % at 10 µM; in the data active = activity change below about -30%; note: % is set by controls: 0 for no effect and ±100 for the full control effect
Target sequence (P21728 whole entry, looked up): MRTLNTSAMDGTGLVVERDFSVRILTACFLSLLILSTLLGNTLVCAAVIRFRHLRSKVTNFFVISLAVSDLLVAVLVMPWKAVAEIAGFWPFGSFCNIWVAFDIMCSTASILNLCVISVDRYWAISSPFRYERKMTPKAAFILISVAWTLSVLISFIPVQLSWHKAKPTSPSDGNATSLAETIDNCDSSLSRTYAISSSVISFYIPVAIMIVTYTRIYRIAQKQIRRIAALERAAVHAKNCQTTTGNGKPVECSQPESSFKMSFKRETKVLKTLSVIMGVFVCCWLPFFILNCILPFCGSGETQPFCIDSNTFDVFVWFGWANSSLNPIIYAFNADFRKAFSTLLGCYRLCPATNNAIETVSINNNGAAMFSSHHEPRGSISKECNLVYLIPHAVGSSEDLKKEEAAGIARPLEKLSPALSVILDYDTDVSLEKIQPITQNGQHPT
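Antagonism measured as reduced calcium response to an EC80 dopamine addition following 180 s compound pre-read; cells were inducible HEK293 Trex D1 plated overnight at 30 C, read kinetically at 1 cycle/sec.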
D1 PAM: human D1 dopamine receptor positive modulation; P21728; potentiation, % at 10 µM; HEK293 TREx D1 cells, calcium flux, dopamine EC20 potentiation; AID 504651; 0.036% of 360,000 active; in the data active = potentiation above about 30%; note: 0% is about no effect
RXFP1 ag: activates the human relaxin receptor RXFP1. Potency, µM (doses to about 57.5 µM), for the others: at the highest dose activation, usual class: activators. Q9HBX9. 0.3% of 370,000 active. HEK293T-RXFP1 cAMP TR-FRET, 30 min; response scale: percent of porcine relaxin response, buffer zero; active = well fitted activation curve with a large enough effect; inconclusive = small, poorly fitted or top-dose-only effect; note: potency is the fitted concentration of half-maximal effect; % is set by controls: 0 for no effect and ±100 for the full control effect; nearly all actives have a fitted effect of over 60% in size; many of its hits are not listed in these tables
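HEK293 cells stably expressing RXFP1, treated 30 min at 37C with compounds plus PDE4 inhibitor Ro 20174; cAMP measured by HTRF TR-FRET. Normalized to buffer and 29 nM porcine relaxin; EC50 by Hill fit.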
D1 ag: agonists of human D1 dopamine receptor | P21728 | HEK293 T-REx D1 cells, calcium flux, agonist mode | activation, % at 2 µM | 1% of 360,000 active; in the data active = activation above about 30%; note: 0% is about no effect
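Inducible HEK293 T-REx D1 cells, force-coupled to calcium signalling, were plated at 4000 cells/well with tetracycline and held overnight at 30 C. After no-wash calcium dye loading, compound-evoked calcium rise over 180 s flagged agonists.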
* hit, by the source's call; ? = inconclusive; . = not tested or not shown; & = joins results of further samples. The list is partial. The share of hits here may be higher or lower than overall.

SMILES | D2 antagonist | RXFP1 antag | D2 PAM | D2 agonist | TRHR PAM | D1 antagonist | D1 PAM | RXFP1 ag | D1 ag
CC1(C)CC(=O)C(CC(=O)N2CCC(Cc3ccccc3)CC2)C(=O)C1 | 6 | 11 | -3 | 0.9 | 2 | 2 | -4 | 0.8% | -1
COc1ccccc1N1CCN(C(=O)c2ccc(Nc3nc4ccccc4n4nnnc34)cc2)CC1 | . | 1 | 3 | 1.8 | 1 | 0 | -3 | -0.9% | 2
Nc1nccnc1C(=O)OCC(=O)N1CCN(S(=O)(=O)c2ccc(Cl)cc2)CC1 | -46 | -3 | 4 | -0.9 | -8 | -4 | -6 | 3.2% | 2
CCOc1ccccc1C1Nc2ccccc2-c2nnc(SCc3ccccc3)nc2O1 (configuration not stated) | . | . | -10 | . | -6 | 0 | -1 | 2.7% | 3
CCN(C(=O)C(C)OC(=O)CCCNC(=O)c1ccc(Cl)cc1)c1ccccc1 (configuration not stated) | -6 | -4 | 8 | 0.0 | -5 | 5 | -2 | 0.3% | 3
O=C(Nc1ccc(Cl)cc1)OCc1cc(-c2ccccc2)on1 | 15 | -4 | 12 | 0.7 | -9 | -17 | -4 | 0.0% | 4
COCc1[nH]nc2c1C1(C(=O)Nc3ccc(F)cc31)C(C#N)=C(N)O2 (configuration not stated) | -9 | 2 | -4 | 1.0 | -2 | -9 | 9 | 0.0% | 3
Cc1ccc(C)c(S(=O)(=O)N2CCN(C(=O)CN3C(=O)C4CC=CCC4C3=O)CC2)c1 (configuration not stated) | -8 | -3 | 8 | 0.2 | -1 | 10 | 3 | 0.8% | 0
O=C(Nc1ccccc1Cl)N1CCSc2ccccc21 | -15 | -2&1 | 17&-13 | 0.2&-1.0 | -2&-2 | -8&8 | 0&-4 | 0.5%&-0.9% | 0&1
CC(NC(=O)c1nn(C)c(=O)c2ccccc12)c1ccccc1 (configuration not stated) | 14 | -3 | -5 | -0.3 | -1 | -17 | -4 | -0.1% | 1
Cc1ccc(NS(=O)(=O)c2ccc3c(c2)CCCN3C(=O)C2CCC2)c(C)c1 | . | -38 | -4 | 0.7 | -4 | 7 | -4 | -0.2% | 0
CC1=C(C(=O)Nc2ccccc2C)C(c2ccncc2)n2nc(SCc3ccccc3Cl)nc2N1 (configuration not stated) | . | . | -14 | 0.1 | -6 | -2 | 0 | -2.7% | 1
COc1ccc(Cc2c(O)nc(SCC(C)C)[nH]c2=O)cc1 | -1 | -3 | -2 | -0.5 | 9 | 12 | -1 | -0.9% | 6
CCc1ccc(NS(=O)(=O)c2ccc3oc(=O)ccc3c2)cc1 | 1 | -14 | -4 | -1.8 | 3 | -1 | -1 | 4.5% | 11
O=C(CSCc1cccc(Br)c1)NC1CC1 | 2 | 4 | -4 | -0.2 | -22 | 7 | -5 | -0.3% | 3
C=CCn1c(NCCO)nc2sc3c(c2c1=O)CCC3 | 6 | . | -2 | 0.0 | -13 | -3 | -12 | 0.7% | 0
COc1ccccc1N1CCN(C(=O)COc2ccc(Cl)cc2Br)CC1 | 7 | ? | -3 | 0.3 | -7 | 14 | -2 | -0.8% | 3
Cc1cc(=O)n2nc(N3CCCC3C(=O)Nc3ccccc3C)sc2n1 (configuration not stated) | 6 | 7 | -2 | -0.4 | -3 | 0 | -3 | ? | 6
O=S(=O)(O)c1nc2ccccc2n1Cc1ccc(Cl)cc1Cl | -2 | -19 | -3 | 0.6 | -2 | 6 | -1 | 3.0% | 2
Cc1nc(NC(=O)/C=C/c2ccccc2)sc1C(=O)NCCO | 2 | -4 | -21 | -0.3 | -22 | -27 | -8 | 2.0% | 0
COc1ccc(OC)c(NC(=O)c2[nH]c(C)c(C(C)=O)c2C)c1 | 4 | 2 | -9 | 0.0 | -1 | 10 | -6 | 22% | -1
CCC(C)c1ccc(O)c(NC(=O)c2ncn[nH]2)c1 (configuration not stated) | 3 | -10 | 3 | 1.0 | -11 | -10 | -3 | 1.9% | 1
CCc1cc2cc(C(=O)Nc3ccccc3F)sc2s1 | -9 | 3 | -8 | 0.1 | 6 | -9 | -7 | 22% | 5
COc1ccc(NC(=O)c2cc(C3CC3)on2)c(OC)c1 | 8 | 2 | 5 | -0.2 | 4 | -15 | 2 | -1.3% | 0
CC(NC(=O)c1cc(-c2ccccc2)nc2ccccc12)C1CCCO1 (configuration not stated) | 1 | . | -4 | -0.7 | -1 | 0 | -1 | 0.5% | 1
O=C(NN1C(=O)c2cc(Br)ccc2NC1c1ccccc1Cl)c1ccncc1 (configuration not stated) | . | 3 | . | . | -4 | 7 | -3 | 3.6% | 2
Cc1cccc(/C(N)=N/OC(=O)N2c3ccccc3Sc3ccccc32)c1 | -18 | -1 | 7 | -0.2 | -4 | -15 | -2 | -0.4% | 2
CC(C)N1C(=S)SC(C)(C)C1NO (configuration not stated) | 4 | 0 | 1 | 0.1 | -4 | -9 | -4 | 0.8% | 1
CCCCSc1nnc2n(CCc3ccccc3)c(=O)c3c4c(sc3n12)COC(C)(C)C4 | -1 | 12 | 2 | 0.6 | 3 | 0 | 0 | 1.1% | 2
COc1cc(OC)c(NC(=O)N2CCOc3ccc(C)cc32)cc1Cl | . | -14 | . | -0.1 | 3 | -6 | -1 | 4.3% | -1
COc1ccc(N2C(=O)CC(N3CCC(O)(c4ccc(Br)cc4)CC3)C2=O)cc1 (configuration not stated) | -3 | -7 | 2 | 0.7 | 3 | -2 | -4 | 1.2% | 4
COc1ccc(OC)c(C(=O)c2ccc(C(=O)Nc3ccc(NC(C)=O)cc3)cc2)c1 | -26 | -8 | -3 | 0.4 | -2 | 3 | 0 | 0.3% | 5
CCOC(=O)C1(CCOC)CCN(Cc2ccccc2-c2ccco2)CC1 | 10 | -10 | -4 | 1.2 | -6 | -4 | 5 | -0.7% | 1
CCOC(=O)c1sc(=NC(=O)c2cccc(C)c2)n(C)c1C | 5 | -5 | 5 | 0.5 | -2 | 2 | -3 | ? | -1
COc1ccc(Nc2cc(C(=O)NCCCN3CCN(C)CC3)c3ccccc3n2)c(OC)c1 | -10 | 0 | 8 | -0.7 | 14 | -3 | -6 | -6.7% | 1
CCc1ccc(C(=O)COC(=O)c2ccccc2OC)cc1 | -25 | -24 | 10 | 1.5 | 9 | -14 | -5 | 0.2% | 6
O=C(COC(=O)c1ccc(S(=O)(=O)C(F)F)cc1)Nc1cccnc1Cl | 0 | 7 | 13 | -0.5 | -1 | -2 | -4 | 14% | 5
Cc1cc(NC(=O)c2ccc(Cl)cc2)c(C(C)C)cc1O | . | -2 | . | . | 5 | 4 | -7 | 2.7% | -1
COc1cccc(/C=C/C(=O)OCC(=O)N2c3ccccc3NC(=O)C2(C)C)c1 | -12 | -12 | 7 | -0.5 | -3 | -6 | -7 | 2.0% | 0
CCCCn1c(N)c(N(CCC(C)C)C(=O)c2ccc(COc3ccccc3)o2)c(=O)[nH]c1=O | -9 | 5 | 10 | -1.2 | -3 | 5 | -3 | -2.1% | 4
CCN(CC)CCCNC(=O)c1cnc(SC)nc1-c1ccccc1 | . | -2 | -1 | -0.3 | 6 | -1 | 1 | -2.5% | 1
O=C(NC(=S)NCCN1CCOCC1)c1ccc(Cl)cc1 | 6 | -1 | 10 | 0.3 | 9 | 4 | -1 | 0.1% | 3
COc1ccccc1NC(=S)NC(=O)CC(C)C | 10 | -17 | 3 | -0.5 | -11 | -23 | -1 | 3.3% | 0
CC(=O)N1CCN(C2=Nc3cccc4cccc2c34)CC1 | -14 | -10 | 2 | 1.2 | 7 | 0 | 1 | -1.8% | -1
N/C(=N/OC(=O)c1ccccc1Cl)c1nonc1N | -10 | 16 | -5 | -0.3 | -8 | -19 | 2 | 0.3% | 5
COC(=O)c1ccncc1C(=O)Nc1ccc(Oc2ncc(C(F)(F)F)cc2Cl)cc1 | -2 | -7 | 3 | 0.5 | 15 | 9 | 2 | 4.5% | 9
Cc1cc(C)c2c(=O)[nH]c(SCc3ccccc3C)nc2n1 | -3 | 24 | 8 | 0.6 | 2 | -5 | -2 | 0.7% | 1
COc1cc(/C=N/NC(=O)C(NC(=O)c2ccccc2)c2n[nH]c(=O)c3ccccc23)ccc1OCC(N)=O (configuration not stated) | . | 4 | 1 | . | -2 | 6 | -2 | 0.7% | 0
O=C(CCNS(=O)(=O)c1ccc(Cl)cc1)N1CCN(c2ccccn2)CC1 | 11 | -5 | -15 | -0.3 | -4 | 19 | -5 | 2.0% | 9
COC(=O)c1cc2occc2n1Cc1ccc(F)cc1Cl | . | -30 | -5 | 0.2 | -6 | 10 | -3 | 1.8% | 1

Going on with the list.
SMILES | D2 antagonist | RXFP1 antag | D2 PAM | D2 agonist | TRHR PAM | D1 antagonist | D1 PAM | RXFP1 ag | D1 ag
CC(=O)Nc1ccc(S(=O)(=O)N2CCN(CCN3CCOCC3)CC2)cc1Cl | 7 | 3 | 19 | -0.6 | 3 | 7 | -2 | -1.0% | 1
O=C1C2=C(Nc3ccccc3SC2c2ccco2)c2ccccc21 (configuration not stated) | -9 | -27 | -4 | 0.9 | -37 | -14 | -14 | -0.1% | 3
O=C(Nc1c(F)cc(F)cc1Br)c1cc(-c2ccccc2)on1 | . | 1 | . | . | 3 | 17 | 2 | -3.5% | 1
COc1ccccc1N(Cc1ccccc1)S(=O)(=O)c1cc(C(=O)O)ccc1Cl | -10 | -8 | 0 | 0.7 | 0 | 15 | 0 | 0.3% | 3
Cc1ccc(Cl)cc1N1CCN(C(=O)Cn2c(-c3cccs3)cc3cc(F)ccc32)CC1 | . | -14 | -9 | 1.6 | 8 | 14 | 2 | 8.2% | 2
COc1cccc(N2CCN(CC(=O)Nc3ccc(S(=O)(=O)N4CCCCCC4)cc3)CC2)c1 | -7 | -4 | 10 | -0.5 | 2 | 0 | -2 | -1.6% | 2
CN(c1ncnc2onc(-c3cccc(Cl)c3)c12)C1CCCCC1 | . | . | 2 | -0.4 | 6 | 20 | 9 | 4.1% | 0
